High-throughput results deposited in PubChem by Johns Hopkins Ion Channel Center.
Kir21 inh: inhibitors of mouse Kir2.1 inward-rectifier potassium channel | Inward rectifier potassium channel 2 (Mus musculus), P35561 | HEK293-Kir2.1, FluxOR thallium flux fluorescence; hits give low values | B-score at 10 µM | actives 0.85% (n = 310,000);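 active = fluorescence ratio B-score at or below minus 3 SD of library scores, with starting-brightness B-score within 2 SD, cut at about -4.2 in these data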;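 note: channel flux triggered by added potassium and thallium sulfate stimulus; B-score of peak minus minimum fluorescence over baseline after thallium stimulus; more negative B-score means stronger Kir2.1 block with less thallium influx; some compounds called inactive have numbers as strong as hits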
Target sequence (P35561 whole entry, looked up): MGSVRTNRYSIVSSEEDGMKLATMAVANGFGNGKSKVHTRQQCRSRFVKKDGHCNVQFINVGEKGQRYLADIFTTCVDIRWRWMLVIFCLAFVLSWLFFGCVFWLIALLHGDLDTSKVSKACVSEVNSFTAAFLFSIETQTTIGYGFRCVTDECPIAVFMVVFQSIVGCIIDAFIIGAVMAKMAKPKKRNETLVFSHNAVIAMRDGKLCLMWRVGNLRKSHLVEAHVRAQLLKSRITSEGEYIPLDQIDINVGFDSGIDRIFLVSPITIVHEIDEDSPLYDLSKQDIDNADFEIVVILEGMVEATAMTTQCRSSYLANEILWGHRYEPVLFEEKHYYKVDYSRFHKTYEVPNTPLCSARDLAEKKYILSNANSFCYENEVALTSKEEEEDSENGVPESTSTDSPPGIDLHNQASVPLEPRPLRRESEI
KCNQ2 block: KCNQ2 potassium channel inhibitors, primary screen, cell-based, CHO-K1, FluxOR thallium flux, B-score (AID 2156) | 20 min; hits give low values | Potassium voltage-gated channel subfamily KQT member 2 (Rattus norvegicus), O88943 | actives 1.1% (n = 310,000) | B-score at 10 µM;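 active = fluorescence ratio B-score at most minus 3 library SDs, with starting brightness B-score within 2 library SDs, cut at about -5.5 in these data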
* = called active by the depositor; i = inactive. Compounds were not picked by outcome, and some 1.8% of all compounds hit somewhere here.

SMILES	Kir21 inh	KCNQ2 block
Brc1cccc(CSc2nnc(-c3ccncc3)o2)c1	0.86	i
C(#CCN1CCCC1)CC(c1ccccc1)c1ccccc1	-10*	i
Cc1c(OCC(=O)NCC2CCC(C(=O)O)CC2)ccc2c(-c3ccccc3)cc(=O)oc12 (stereo unspecified)	1.2	i
N#C/C(=C\c1ccc([N+](=O)[O-])cc1)C(=O)Nc1ccccc1O	-0.39	i
CCC1CCCCN1C(=O)CSc1nnc(-c2ccc3c(c2)OCCO3)o1 (stereo unspecified)	0.04	i
CCN1CCN(C(=O)/C(C#N)=C/c2ccc(OC(F)F)cc2)CC1	-0.44	i
Cc1nnc(SCC(=O)N2CCC(c3noc4ccc(F)cc34)CC2)s1	0.48	i
S=C(Nc1ccccc1)Nc1ccc(OCc2ccc(Cl)cc2Cl)cc1	-1.5	i
CC1=C(N2CCOCC2)CCC1=O	-0.87	i
Cc1csc2ncc(C(=O)Nc3ccc4c(c3)OCCO4)c(=O)n12	-1.3	i
Cc1ccc(/C=N/NC(=O)c2ccc(NC(=O)c3ccc(Cl)cc3)cc2)o1	1.4	i
CCN(CC(=O)NC1CCS(=O)(=O)C1)S(=O)(=O)c1ccc(F)cc1 (stereo unspecified)	-0.58	i
CC(C)(C)N1CCC1C(N)=O (stereo unspecified)	1.8	i
COc1ccc(Cn2c(C)c(C)c(C#N)c2NC(=O)Nc2ccccc2)cc1	0.33	i
COc1ccc(NS(=O)(=O)c2ccc(NS(=O)(=O)c3ccc(C)cc3)cc2)nn1	-0.26	i
CCSc1ccc([C@@H]2[C@@H]3C(=O)N(CC)C(=O)[C@@H]3[C@]3(C(=O)OC)CCCCN23)cc1	-0.1	i
CCc1ccccc1N(C(=O)Cn1nnc2ccccc21)C(C(=O)NCCOC)c1ccco1 (stereo unspecified)	-0.68	i
Cc1onc(-c2ccccc2Cl)c1C(=O)Nc1nnc(-c2cccc([N+](=O)[O-])c2)s1	1.2	i
COc1ccccc1S(=O)(=O)Cc1ccc(C(=O)NCc2cccnc2)o1	1.7	i
N#C/C(=C\c1ccc([N+](=O)[O-])cc1)c1ccccn1	0.41	i

By substructure, those above with a nitro group on carbon.
SMILES	Kir21 inh	KCNQ2 block
N#C/C(=C\c1ccc([N+](=O)[O-])cc1)C(=O)Nc1ccccc1O	-0.39	i
Cc1onc(-c2ccccc2Cl)c1C(=O)Nc1nnc(-c2cccc([N+](=O)[O-])c2)s1	1.2	i
N#C/C(=C\c1ccc([N+](=O)[O-])cc1)c1ccccn1	0.41	i

Going on with the list.
SMILES	Kir21 inh	KCNQ2 block
O=C1OC(N2C(=O)CC[C@H]2C(=O)Nc2ccc(Br)cc2F)c2ccccc21 (stereo partly specified)	1.2	i
Cc1ccc(OCC(=O)NC(C)c2ccccc2)cc1C (stereo unspecified)	-0.13	i
CCOc1ccc(N2C(=O)CC(Sc3nc4ccc(OCC)cc4s3)C2=O)cc1 (stereo unspecified)	-0.47	i
OCCNc1nnc(-c2ccccc2)c(-c2ccccc2)n1	0.25	i
COC(=O)c1cc(OC)c(OC)cc1NC(=O)CSc1nnnn1Cc1ccccc1	0.62	i
O=C(Nc1ccc2oc(-c3ccccc3F)nc2c1)c1ccc2c(c1)OCCO2	0.46	i
COC(=O)C1=C(C)NC(=O)C1(NC(=O)CN1CCCC1=O)C(F)(F)F (stereo unspecified)	0.8	i
O=C(/C=C/c1ccccc1)NC(NC(=S)Nc1cc(Cl)ccc1Cl)C(Cl)(Cl)Cl (stereo unspecified)	1.1	i
COc1ccc(S(=O)(=O)N2CCOCC2)cc1NC(=O)CN(C)Cc1c(F)cccc1Cl	-0.25	i
Cc1cc(NC(=O)c2coc(=O)c(Br)c2)ccc1C(C)C	-0.05	i
O=C(COc1ccccc1)Nc1ccccc1Oc1ccccc1	-1.1	i
CC(=O)NCCC(=O)Nc1cc(F)ccc1C	0.72	i
Cc1ccc2c(c1)N(CC(=O)NCCCN1CCCCC1)C(=O)CO2	-0.08	i
CC(C)CCCN1CCN=C1Nc1ccccc1	0.43	i
O=C(O)c1ccc(CSc2nc(-c3ccc(Cl)cc3)cc(C(F)(F)F)n2)cc1	1.3	i
COc1cccc(CC(=O)NNC(=O)c2ccc3c(c2)OCO3)c1	2.2	i
COc1ccc(/C=C/C(=O)NC(C)(C)C)cc1S(=O)(=O)N1CCOCC1	-0.25	i
Oc1c(Cl)cc(Cl)cc1CNc1nc2ccccc2[nH]1	-0.62	-6.2*
CCOC(=O)/C(C#N)=C1/C=Cc2ccccc2N1CC	-2	i
COc1ccc(CNc2nc(-c3ccccc3)nc3ccccc23)cc1OC	0.65	i
CN(C)S(=O)(=O)c1cccc(C(=O)Nc2cc(Cl)ccc2O)c1	1.1	i
CC1=NN(c2ccccc2)C(=O)/C1=C\N1CC(C)OC(C)C1 (stereo unspecified)	2	i
CN(C)S(=O)(=O)c1ccc(Cl)c(NC(=O)CN2CCCCCC2)c1	0.66	i
CC(C)C(OC(=O)c1cccs1)C(=O)NCc1ccc2c(c1)OCO2 (stereo unspecified)	0.07	i
COc1cccc(OCCNc2cc(Cl)ccc2[N+](=O)[O-])c1	-0.64	i
CC(=O)NC(CC(=O)Nc1ccc(S(=O)(=O)N2CCCC2)cc1)c1ccccc1 (stereo unspecified)	0.62	i
COc1cccc(CNC(=O)Cc2ccc(-c3ccccc3)cc2)c1	-0.34	i
CC(C)C[C@H](NC(=O)N1CCn2c1nc1ccccc12)C(=O)NCCc1ccccc1	-0.16	i
O=C1C(Cl)=C(N2CCCCC2)C(=O)N1c1ccccc1Cl	0.19	i
COc1ccccc1C(CCN(Cc1cccs1)C(C)=O)c1ccco1 (stereo unspecified)	-2.3	i
CCN1CCN(c2nc(Nc3ccccc3F)nc(N)c2[N+](=O)[O-])CC1	-2.4	i
COc1c(Br)cc2c(C)c(C(=O)O)oc2c1Br	0.92	i
CC(NS(=O)(=O)CCNC(=O)c1ccccc1)c1ccccc1 (stereo unspecified)	2.2	i
CC(=O)c1cccc(CN2CCC(n3nccc3NC(=O)CCCc3ccccc3)CC2)c1	-0.83	i
CCOC(=O)c1c(C)noc1-c1ccco1	2	i
Cc1nnc(SCC(=O)N2CCCC2)n(N)c1=O	-3	i
S=C(Nc1ccc2c(c1)OCCO2)Nc1ccccc1Cl	1.1	i
COc1ccc(Cl)cc1NC(=O)CSc1nnc(CNC(=O)c2ccco2)o1	-0.06	i
Cc1c(NC(=O)CSc2ccccc2Cl)c(=O)n(-c2ccccc2)n1C	-0.5	i
Cc1ccc2[nH]c(=O)c(COC(=O)C3CCCO3)cc2c1 (stereo unspecified)	0.7	i
CCc1c(C)nc2ncnn2c1N1CCCC(C(=O)Nc2ccc(NC(C)=O)cc2)C1 (stereo unspecified)	0.3	i
O=C(CNC(=O)c1cccs1)Nc1ccc2c(c1)OCCO2	2.2	i
CCOC(=O)c1ccc(N=c2ssnc2Cl)cc1	0.1	i
CCCCN(C)CCCNC(=O)C1(O)c2ccccc2NC(=O)N1c1ccc(Cl)cc1 (stereo unspecified)	-0.95	i
Oc1c(Br)cccc1/C=N/c1ncn[nH]1	0.99	i
CC(=O)NCCOc1c(C)cc(S(N)(=O)=O)cc1C	-2.5	i
O=C(Nc1nc2ccc(Cl)cc2s1)C1CCCO1 (stereo unspecified)	-0.22	i
O=C(Nc1ccc(F)cc1F)c1noc2c1CCC2	0.5	i
CCCOC(=O)Nc1c(C)cccc1C(C)C	-1.9	i
CC(C)C(NC(=O)c1ccc2c(c1)OCO2)C(=O)N/N=C/c1cccs1 (stereo unspecified)	1.6	i
Following part:
SMILES	Kir21 inh	KCNQ2 block
O=C(Cc1ccc(Cl)cc1Cl)Nc1ccncc1	0.78	i
CC(NC(=O)C1CCCC1)C1CC2CCC1C2 (stereo unspecified)	2.3	i
CC(=O)N(Cc1ccccn1)Cc1ccco1	1	i
CCOC(=O)c1[nH]c2ccccc2c1NC(=O)C1CCCC1	0.48	i
O=C(Nc1ccc(Cl)c(Cl)c1)Nc1ccon1	1.4	i
O=[N+]([O-])c1ccc(N2CCCC2)cc1NC(c1ccccc1)c1ccccc1	-1.8	i
O=C(COC(=O)c1ccccc1NC(=O)c1ccco1)Nc1ncc(Cl)cc1Cl	-1.2	i
CCC(=O)Nc1ccc(SC#N)cc1C	-1.2	i
O=C(CCCCCNC(=O)N1CCn2c1nc1ccccc12)NCc1ccccc1	-0.72	i
O=C(NCCCc1ccncc1)C1CCC(=O)N(Cc2cccc(F)c2)C1 (stereo unspecified)	-1.2	i
O=C(NC1CC1)C1CCN(C2CCN(C(=O)CC3=CCCCC3)CC2)CC1	-1.1	i
COc1ccc(C(NC(=O)C(C)C)c2ccc3cccnc3c2O)cc1 (stereo unspecified)	-1.1	i
COc1ccc(NC2CCCN(C(=O)c3cccc(C(F)(F)F)c3)C2)cc1OC (stereo unspecified)	0.34	i
COCC(=O)OC/C(O)=C(\C#N)c1nc2ccccc2[nH]1	-0.43	i
O=C(N/N=C/c1cccnc1)c1ccccc1Br	-0.08	i
COc1ccc(C2CC(C(F)(F)F)n3ncc(C(=O)NCc4cccnc4)c3N2)cc1OC (stereo unspecified)	-1.9	i
COc1ccc(-c2n[nH]c(C)c2-c2cscn2)c(O)c1	0.64	i
COc1cccc(/C=N/NC(=O)c2ccc(=O)[nH]n2)c1O	2.1	i
OC1(c2cccc(C(F)(F)F)c2)CCN(CCN2CCCCC2)CC1	-0.45	i
Cc1cccc(OCC(=O)OCC(=O)N2CCN(C(=O)c3ccco3)CC2)c1C	0.85	i
C/C(=N/NC(=O)CNC(=O)COc1cccc(C)c1)c1ccco1	-0.54	i
CCOc1ccc(NC(=O)CSc2nncc(=O)n2N)cc1	-0.24	i
c1ccc(-c2ccc(-c3ccncn3)cc2)cc1	1.1	i
CCOC(=O)c1ccc(NC(=O)Nc2ccc3c(c2)OCCO3)cc1	0.13	i
CCn1c(=NC(=O)c2ccc(S(=O)(=O)N3CCOCC3)cc2)sc2cccc(OC)c21	0.01	i
CCn1c(Cn2nnc(-c3ccccc3)n2)nnc1SCC(=O)Nc1ccccc1	0.05	i
O=C(c1cccc(OCc2ccccc2)c1)N1CCOCC1	-0.19	i
COc1ccc(CN2CCN(Cc3cccn3-c3ncccn3)CC2CCO)c(C)c1C (stereo unspecified)	0.33	i
CC(C)[C@H](NC(=O)CCn1nnc2ccccc2c1=O)C(=O)O	0.91	i
COc1ccc(CCNc2ncnc3cc(OC)c(OC)cc23)cc1OC	1.8	i
COc1ccc(CCn2nnnc2C(c2ccc(Cl)cc2)N2CCN(C)CC2)cc1OC (stereo unspecified)	-2	i
CC(=O)Nc1ccc(Nc2nc(C)c([N+](=O)[O-])c(Nc3ccc(NC(C)=O)cc3)n2)cc1	0.18	i
O=C(N/N=C/C=C\c1ccco1)c1ccccn1	0.19	i
COc1ccc(NC(=O)c2scc(S(=O)(=O)C(C)C)c2N)cc1	0.82	i
Cc1cccc(N2CCN(C3CCCCC3NS(=O)(=O)c3ccccc3)CC2C)c1 (stereo unspecified)	0.15	i
Cc1ccc(NC(=S)NC(NC(=O)c2ccccc2C)C(Cl)(Cl)Cl)c(C)c1 (stereo unspecified)	0.26	i
COc1ccc(N2CCN(CC(=O)Nc3ccc(-n4cnnn4)cc3)CC2)cc1	-0.08	i
Cc1ccc2c(c1)C(=NC1CCCCC1)c1cc3ccccc3nc1-2	-0.21	i
OC(COc1ccc(CNCc2cccnc2)cc1)CN1CCc2ccccc2C1 (stereo unspecified)	-1.1	i
COc1ccccc1CNC(=O)c1ccc(Br)o1	-0.99	i

Structural class: those above containing two or more sulfur atoms
SMILES	Kir21 inh	KCNQ2 block
Cc1nnc(SCC(=O)N2CCC(c3noc4ccc(F)cc34)CC2)s1	0.48	i
CCN(CC(=O)NC1CCS(=O)(=O)C1)S(=O)(=O)c1ccc(F)cc1 (stereo unspecified)	-0.58	i
COc1ccc(NS(=O)(=O)c2ccc(NS(=O)(=O)c3ccc(C)cc3)cc2)nn1	-0.26	i
CCOc1ccc(N2C(=O)CC(Sc3nc4ccc(OCC)cc4s3)C2=O)cc1 (stereo unspecified)	-0.47	i
CCOC(=O)c1ccc(N=c2ssnc2Cl)cc1	0.1	i
CCn1c(=NC(=O)c2ccc(S(=O)(=O)N3CCOCC3)cc2)sc2cccc(OC)c21	0.01	i
COc1ccc(NC(=O)c2scc(S(=O)(=O)C(C)C)c2N)cc1	0.82	i

Records listed so far that bear a hit mark in Kir21 inh:
SMILES	Kir21 inh	KCNQ2 block
C(#CCN1CCCC1)CC(c1ccccc1)c1ccccc1	-10*	i

(more compounds)
SMILES	Kir21 inh	KCNQ2 block
Cc1ccc(-c2nnc(NC(=O)CCS(=O)(=O)c3ccc(F)cc3)o2)c(C)c1	0.8	i
CC(=O)c1ccc(NC(=O)Nc2ccncc2)cc1	0.84	i
N#Cc1cc2ccccc2nc1SCC(=O)Nc1ccccc1N1CCOCC1	0.25	i
CCCN1C(=O)/C(=C\C=C2/C=CN(CC)c3ccccc32)SC1=S	1.5	i
O=S(=O)(Nc1ccc(Br)cc1)c1cccc2nonc12	-1.1	i
CC(=O)C1=C(O)C(=O)N(Cc2ccccc2)C1c1ccc([N+](=O)[O-])cc1 (stereo unspecified)	0.03	i
Cc1cc(=O)n(CC(=O)NC2CC2)c2c1c(C)nn2-c1ccccc1	-1.4	i
COc1cc(C2/C(=C(/O)c3ccc(OCC(C)C)cc3)C(=O)C(=O)N2CCN(C)C)ccc1O (stereo unspecified)	-0.54	i
CC(C)CC(=O)Nc1ccc2oc(-c3ccncc3)nc2c1	-2.5	i
